CHOP UPR activ = activators of apoptotic arm of unfolded protein response (CHOP); actives 0.34% (n = 330,000); CHO-CHOP luciferase reporter, UPR activation, luminescence; percent of tunicamycin response over DMSO baseline; AID 449763; activation, % at 10 µM;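 active = at 10 µM dose, activation of 40% or more, normalized to positive control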;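 note: 100% = tunicamycin at 10 µg/mL and 0% = DMSO alone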
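System: CHO-CHOP luciferase reporter cell line; amount: 500 cells/well; buffer or medium: F12 medium containing 10% fetal bovine serum; incubation: 6 h compound exposure at 37 °C after overnight seeding; measured by: luciferase luminescence after 10 min with Steady-Glo reagent; evaluation: % reporter activation, DMSO baseline versus tunicamycin full activation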
CCR6 antagonist = antagonists of human CCR6 receptor | CHO-K1 CCR6 PathHunter beta-arrestin, luminescence, CCL20-stimulated | inhibition, % at 20 µM | actives 0.49% (n = 340,000);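 active = compounds whose inhibition of the agonist-driven luminescence signal at 20 µM reaches about 50%, limit read from the data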;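 note: cells stimulated with CCL20 at 14 nM final; plate controls were DMSO with CCL20 for no effect and DMSO without agonist for full effect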
Target sequence (P51684 whole entry, looked up): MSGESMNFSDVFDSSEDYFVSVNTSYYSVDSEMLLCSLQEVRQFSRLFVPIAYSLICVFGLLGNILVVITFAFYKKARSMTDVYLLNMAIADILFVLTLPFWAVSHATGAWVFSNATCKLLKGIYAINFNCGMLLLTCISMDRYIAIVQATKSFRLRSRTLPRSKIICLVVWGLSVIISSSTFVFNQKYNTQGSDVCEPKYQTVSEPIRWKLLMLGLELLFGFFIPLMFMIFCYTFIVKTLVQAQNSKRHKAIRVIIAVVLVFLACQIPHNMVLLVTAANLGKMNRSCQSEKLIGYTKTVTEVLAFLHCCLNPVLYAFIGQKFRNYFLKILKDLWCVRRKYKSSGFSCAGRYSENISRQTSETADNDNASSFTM
tim23-1 inh = growth inhibitors of tim23-1 mutant yeast; S. cerevisiae tim23-1 growth, BacTiter-Glo luminescence, 24 h; inhibition, % at 20 µM; actives 1.3% (n = 330,000);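 active = growth inhibition of the mutant yeast at or above 50%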;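 note: temperature-sensitive mutant grown at 25 °C; plate controls were DMSO-treated mutant yeast for no effect and medium wells lacking yeast for full effect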
UPR XBP1 act = adaptive UPR (XBP1) activation; activation, % at 20 µM; CHO-XBP1 luciferase reporter, IRE1-XBP1 UPR activation, luminescence; percent of tunicamycin response, DMSO as zero; AID 463104; actives 0.33% (n = 330,000);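 active = versus positive control, 20 µM dose yields 30% or more activation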;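 note: 100% = tunicamycin at 10 µg/mL and 0% = DMSO only wells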
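Material: CHO-XBP1 cells stably carrying IRE1-XBP1-driven luciferase reporter | Medium: F12 with 10% serum | Compound dosing: 20 µM single concentration, DMSO 1% | Incubation: Overnight seeding at 37 °C, 6 h compound treatment at 37 °C | Detection: Steady-Glo luminescence read | Read-out basis: % activation of reporter signal versus tunicamycin and DMSO controls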
APJ ag = agonists of human APJ apelin receptor. P35414. CHO-K1 APJ PathHunter beta-arrestin, luminescence; 0% DMSO wells, 100% apelin. actives 0.11% (n = 330,000). activation, % at 20 µM;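 active = activation more than six SD over the plate average, tested at 20 µM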;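 note: 0% = DMSO alone and 100% = apelin-13 at 10 nM; some results filed as inactive read as strong as hits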
Target sequence (P35414 whole entry, looked up): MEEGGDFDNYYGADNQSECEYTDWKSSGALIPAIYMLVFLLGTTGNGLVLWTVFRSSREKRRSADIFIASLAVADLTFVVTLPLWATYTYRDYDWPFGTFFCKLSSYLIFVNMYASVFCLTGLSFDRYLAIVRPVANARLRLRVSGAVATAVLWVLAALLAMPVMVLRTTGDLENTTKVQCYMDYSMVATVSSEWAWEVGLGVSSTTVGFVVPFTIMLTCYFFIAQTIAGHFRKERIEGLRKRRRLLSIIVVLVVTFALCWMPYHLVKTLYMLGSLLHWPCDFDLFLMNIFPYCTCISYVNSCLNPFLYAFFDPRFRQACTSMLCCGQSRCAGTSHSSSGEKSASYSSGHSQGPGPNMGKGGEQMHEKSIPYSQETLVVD
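Material: engineered CHO-K1 APJ arrestin reporter cells; amount: 1000 CHO-K1 reporter cells seeded per well; incubation: compound stimulation 90 min at 25 °C, detection 60 min; signal: luminescent beta-gal fragment complementation, chemiluminescent substrate; read-out basis: APJ agonist activity; controls: DMSO-only wells as negative, 10 nM Apelin-13 as positive control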
APJ antagonist = antagonists of human APJ apelin receptor; P35414; CHO-K1 APJ beta-arrestin complementation, luminescence; inhibition, % at 20 µM; actives 0.32% (n = 330,000);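 active = inhibition above about 40% at 20 µM, limit read from the data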;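 note: cells challenged with 10 nM apelin-13 agonist together with compound; plate controls were apelin-13 plus DMSO wells for no effect and DMSO wells lacking apelin-13 for full effect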
EBI2 block = blocks human EBI2 receptor beta-arrestin signaling; P32249; EBI2 beta-arrestin recruitment, luminescence, 7a,25-OHC stimulated; inhibition, % at 5 µM; actives 0.81% (n = 360,000); AID 651636; in the data active = inhibition above about 38%;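 note: enzyme fragment complementation signal reports receptor beta-arrestin coupling in cells; 0% = agonist plus DMSO wells and 100% = wells without agonist; some results beyond the cut were filed as inactive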
Target sequence (P32249 whole entry, looked up, the tested form may be a part): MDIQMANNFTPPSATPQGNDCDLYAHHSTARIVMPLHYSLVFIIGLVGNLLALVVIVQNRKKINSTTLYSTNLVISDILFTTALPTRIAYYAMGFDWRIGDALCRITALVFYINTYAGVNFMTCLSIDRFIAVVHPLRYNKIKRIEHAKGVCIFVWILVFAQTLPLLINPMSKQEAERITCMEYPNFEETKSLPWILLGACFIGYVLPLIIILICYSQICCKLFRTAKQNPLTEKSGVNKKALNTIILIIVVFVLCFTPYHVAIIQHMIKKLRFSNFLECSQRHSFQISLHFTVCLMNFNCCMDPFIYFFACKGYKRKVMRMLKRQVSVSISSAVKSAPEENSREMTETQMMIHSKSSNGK
Mdm2 MdmX PPI = inhibitors of human Mdm2/MdmX interaction; SaOS-2 split-luciferase Mdm2/MdmX complementation, luminescence; inhibition, % at 8 µM; O15151+Q00987; actives 3% (n = 330,000); AID 485346;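 active = inhibition of at least 50% at 8 µM in the primary screen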
CXCR6 block = blocks human CXCR6 beta-arrestin recruitment. actives 0.36% (n = 360,000). inhibition, % at 20 µM. AID 602244. CHO-K1 PathHunter CXCR6 beta-arrestin, luminescence; in the data active = inhibition above about 34%, passing the limit was not always enough;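 note: antagonist mode with CXCL16 agonist at 10 nM final; 0% = 10 nM CXCL16 with DMSO and 100% = unstimulated wells without agonist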
Starred values were filed as active, the others as inactive; · = no result given. An excerpt; count on the stated rates, not on these rows.

Each structure is followed by: CHOP UPR activ, APJ ag, CXCR6 block, APJ antagonist, UPR XBP1 act, EBI2 block, tim23-1 inh, CCR6 antagonist, Mdm2 MdmX PPI
CCC(C)(C(=O)NC1CCCCC1)N(C(=O)CNC(=O)c1ccccc1)c1c(C)n(C)n(-c2ccccc2)c1=O (stereo unspecified)
  -0.6, -1.4, -1.0, 6.5, -0.6, -6.7, 14.0, -6.8, -14.5
CCOC(=O)c1sc(NC(=O)C(C)Sc2nc(N)cc(=O)[nH]2)nc1C (stereo unspecified)
  2.4, -1.7, -2.6, 1.0, -1.0, -2.7, 3.7, 10.6, 12.0
CCc1ccc(/C=N/Nc2ncnc3nc[nH]c23)cc1
  -1.3, -1.8, -6.0, -15.7, 0.1, 7.9, 18.7, 2.6, -79.0
COc1cc(CCCN2CCNC[C@@H]2c2ccccc2)cc(OC)c1OC
  2.5, 0.1, -4.9, -2.2, -0.7, -18.0, 2.8, 8.7, -6.2
Cc1ccc(CNCc2ccc3c(c2)OCO3)c(C)c1
  0.0, 0.8, 6.9, -1.8, 0.9, -3.2, 9.3, 4.5, 10.8
CCC(CC)NC(=O)CO/N=C/c1ccccc1OC(F)F
  -3.5, -2.3, 1.8, 2.6, -4.8, -1.7, 19.2, -4.3, 9.1
CCOc1ccc(N(CC(=O)OC)S(=O)(=O)c2c(C)noc2C)cc1
  2.6, -4.9, 5.0, 7.2, -1.2, 1.1, -3.2, -2.6, 4.9
C#CCOCCOCCOCCNc1nc(N2CCN(C(=O)C([C@@H](C)O)n3cc([C@@H](N)CCCCN)nn3)CC2)nc(N2CCN(C(=O)C([C@@H](C)O)n3cc([C@@H](N)CCCCN)nn3)CC2)n1 (stereo partly specified)
  -0.2, -2.8, 2.5, 8.0, -2.9, -2.8, 0.2, 0.2, -3.1
S=C(NCCc1ccc(Cl)cc1)NC1CCCCC1
  5.9, -7.5, 0.9, -16.7, -3.9, 14.5, 33.8, 16.6, -44.8
COC(=O)c1c(NC(=S)Nc2ccc(CC(=O)O)cc2)sc(C)c1C
  2.6, -3.5, 3.4, -1.4, 1.1, 3.8, 13.5, 4.9, -7.5
CCOCCCNC(=O)CCNC(=O)c1cc(OC)c(OC)c(OC)c1
  1.2, -3.4, -0.7, 1.5, -0.7, -6.7, -7.7, -5.2, -3.6
Cc1ccc(C(=O)NCc2ccccn2)cc1Cl
  0.4, -1.1, -10.2, -12.4, 4.1, -12.3, 7.8, -3.9, -17.8
CCc1ccc(NC(=O)[C@H](C)NC(=O)C2CCN(C(=O)[C@@H](N)Cc3ccccc3)CC2)cc1
  0.1, 0.8, 2.6, 1.9, 1.1, -3.2, -3.6, 3.8, 9.9
COc1ccccc1C(=O)Nc1ccc(S(=O)(=O)N2CCCCC2)cc1
  -1.5, -1.7, 2.5, 3.8, -0.7, 3.1, 12.6, -1.4, 16.2
Cc1ccc2oc(=O)c3cnn(CC(=O)N4CCN(c5ccccc5)CC4)c3c2c1
  -1.8, 3.9, 8.2, 11.0, -2.7, 22.6, 18.8, 23.9, 22.2
O=C(NCCc1nc2ccccc2[nH]1)c1ccc(Br)o1
  0.8, 1.1, 0.9, -14.7, 0.8, -17.5, -5.9, -5.4, 12.1
COC(=O)[C@H](C)NC(=O)NCCC1=CCCCC1
  0.1, 1.3, 3.7, 8.3, -0.1, -2.2, 4.5, 0.6, 20.9
Cc1ccc(OCCC(=O)OCC(=O)NC(=O)c2ccccc2)cc1
  0.0, -0.7, -6.2, 0.6, 0.2, -7.8, 4.5, 6.8, -5.4
CN(CC(=O)Nc1ccc(Cl)cc1)C(=O)c1ccc(S(=O)(=O)Nc2ccccc2)cc1
  2.2, 1.6, 9.4, 8.1, 2.3, 19.8, 3.3, 10.3, 3.7
O=C(O)/C(=C\c1ccc(Br)cc1)NC(=O)c1cccs1
  1.9, -0.5, -5.0, -6.7, -6.9, -1.9, -0.3, 5.2, 5.8
Cc1ccc2[nH]c3c(c2c1)CCCC3=O
  0.0, 0.0, -8.3, -9.4, 5.2, -5.2, 6.4, 12.5, 28.9
CCC(=O)Nc1ccc(NC(=O)CSc2nnnn2C2CCCC2)cc1C
  0.2, 0.0, 0.7, 6.1, 3.1, -10.9, 3.8, 13.0, 21.4
CCC(=O)NC(NCC1CCCO1)C(Cl)(Cl)Cl (stereo unspecified)
  -0.1, 0.7, -1.5, 17.4, -5.5, -9.8, 9.6, -7.1, 13.4
Cc1ccc2[nH]cc(CCNC(=O)c3ccco3)c2c1
  -0.3, -1.3, 1.9, 1.9, 0.4, -4.2, 12.5, 8.7, 4.1
COc1ccc(-c2[nH]ncc2CN2CCCN(c3ccccc3)CC2)c(F)c1
  0.5, -2.5, 1.6, 0.8, -0.3, -3.0, 14.0, -2.4, -8.8
C/C(=N\NC(=O)c1c(C)nc2ccccn12)c1ccco1
  3.0, -2.6, 1.3, 7.8, 2.2, 12.9, 9.4, -12.6, -72.5
CCCCc1cc(=O)oc2c3c(cc(OCC(=O)NCCCO)c12)OC(C)(C)CC3
  1.6, -1.8, -16.7, 17.5, -4.0, 10.6, -3.5, 8.8, -7.9
Cc1ccccc1NC(=O)C1C2C=CC(C3CC23)C1C(=O)O (stereo unspecified)
  -2.5, 1.0, 7.8, -0.5, -1.9, -4.0, 12.4, 11.3, -4.9
COc1ccc(NC(=S)N(CCCN2CCCCCC2)Cc2cccs2)cc1
  2.9, -2.6, -3.6, 10.5, -0.2, 8.7, 9.1, 12.7, 7.1
CCc1nc(SCC(=O)c2ccc3c(c2)OCCO3)c2ccccc2n1
  -2.1, -4.5, -2.9, 6.6, 1.8, 2.7, 38.5, 12.7, 27.1
COc1ccc(Cl)cc1NC(=O)Nc1cn(C)nc1C
  1.0, 1.3, 4.2, 10.2, 0.1, -9.9, 6.4, 5.5, 17.6
Cc1cc(SCC(=O)OCC(=O)N(C)c2ccccc2)nc2ccccc12
  0.6, -1.9, -14.3, -39.1, -2.6, -1.5, 28.8, 8.2, 5.4
COc1ccc(C2CC(=O)C(C=NCCN3CCN(C(=S)Nc4ccccc4)CC3)=C(O)C2)cc1OC (stereo unspecified)
  -1.1, -2.2, -5.6, 12.9, -3.3, 2.4, 11.3, 4.7, 5.5
O=C(NNC(=O)c1ccccc1C(=O)O)c1ccc(-c2ccccc2)cc1
  -1.0, -0.9, ·, -14.3, 1.5, ·, 27.8, ·, 21.7
CCOC(=O)C1CCCN(CC(=O)c2ccc(F)cc2)C1 (stereo unspecified)
  0.6, -3.9, 15.7, 17.6, -0.8, -9.8, -0.1, 17.8, -35.0
CCc1nc2ccccc2[nH]c1=O
  1.5, -0.2, 5.3, -7.6, -2.8, 0.3, 4.4, 7.2, 23.9
CC(Sc1nc(-c2ccccc2)cc(C(F)(F)F)n1)C(=O)NCCN1CCOCC1 (stereo unspecified)
  -0.5, -1.0, 2.6, 10.8, 1.0, -5.7, -1.9, 7.4, 13.0
COc1cccc(OC)c1C(=O)NC(=O)Nc1c(F)c(F)c(F)c(F)c1F
  1.6, 0.6, 1.8, -3.7, -4.0, -2.4, -10.5, -3.9, 20.9
COc1ccc(CCNC(=O)C(=O)NCC2OCCN2S(=O)(=O)c2ccc(OC)cc2)cc1 (stereo unspecified)
  3.6, -2.0, -7.3, -8.0, -1.5, 2.7, 0.4, 13.0, -18.1
COc1cccc2c1O/C(=N\O)C(C(=O)Nc1cccc(C)c1C)C2 (stereo unspecified)
  -1.4, -0.8, 4.4, 20.3, -2.4, -4.8, 11.3, 8.5, 9.6
CCC1CCCCN1C(=S)NC(=O)c1cccc([N+](=O)[O-])c1 (stereo unspecified)
  -1.5, -2.7, 12.9, 15.7, -0.5, 6.4, 30.9, 5.4, 24.3
Cc1cccc(NC(=O)CSCC(=O)N(C)CCOc2ccc(Cl)cc2)c1
  0.5, -6.8, 2.9, 1.4, -4.4, 5.7, 18.1, 8.5, 3.0
COc1cc(NC(=O)c2ccccc2)c(OC)cc1NC(=O)CN1C(=O)NC2(CCCCC2)C1=O
  -1.1, -0.3, -0.5, -13.7, -1.9, -4.5, 12.6, 3.2, -8.9
N#Cc1cn(-c2ccccc2)nc1-c1cc2ccccc2oc1=O
  5.9, 3.2, 3.1, -0.3, 6.8, 4.8, 5.5, -31.7, -1.5
Cc1ccc(-c2nc(=S)c3c(n2Cc2cccnc2)CC(C)(C)OC3)cc1
  -2.3, 0.2, 0.2, 4.7, -0.9, -1.2, -1.9, 6.3, -5.6
CCN(CC(=O)NCc1cccs1)C(=O)c1ccc(S(=O)(=O)Nc2ccccc2)cc1
  -0.1, -1.1, -4.2, 4.7, -0.1, -10.3, 10.0, 8.8, 5.1
C/C(=C\C(=O)c1ccc(F)cc1)NCc1ccc2c(c1)OCO2
  -0.8, 0.3, -7.7, 3.9, 1.5, 3.8, 8.5, 10.5, 3.3
c1ccc(-n2nnnc2NC2CCCCCC2)cc1
  -0.4, 1.5, -8.8, -2.3, -3.0, -8.5, 8.5, 26.4, 28.2
O=C(Cn1c(NCCCO)nc2ccccc21)c1ccco1
  -1.4, -3.4, -7.3, 7.4, -2.4, -11.3, -1.8, -5.3, 14.8
COc1ccc(S(=O)(=O)N(C)C)cc1NC(=O)COC(=O)c1nc2nccc(C)n2n1
  -0.8, -2.0, -9.3, 1.6, -1.5, -0.3, 11.0, 4.7, -0.5

Later entries
Each structure is followed by: CHOP UPR activ, APJ ag, CXCR6 block, APJ antagonist, UPR XBP1 act, EBI2 block, tim23-1 inh, CCR6 antagonist, Mdm2 MdmX PPI
CC(OC(=O)Cn1[nH]c(=O)c2ccccc2c1=O)C(=O)Nc1ccccc1[N+](=O)[O-] (stereo unspecified)
  1.4, 1.3, -1.1, 18.0, 0.1, -11.0, 4.6, -0.2, -12.2
CCCC1=NN2C(=N)/C(=C\c3ccc(OCCOc4ccc(NC(C)=O)cc4)c(OC)c3)C(=O)N=C2S1
  1.5, -1.0, -5.9, 4.1, -3.6, 0.1, -34.0, -3.1, 3.0
O=C(NCCCN1CCOCC1)c1ccccc1N1C(=O)[C@@H]2Cc3c([nH]c4ccccc34)C(c3ccc(F)cc3)N2C1=O (stereo partly specified)
  2.7, 1.5, -3.5, -12.1, 1.3, 5.6, 9.2, -7.8, 9.0
C#CCNC(=O)C1=C[C@H](c2ccc3c(c2)OCO3)C[C@H](OCCCCO)O1
  -0.3, 3.5, ·, 7.8, 3.7, ·, 25.0, 3.2, -9.5
Cc1cc(C(F)F)nn1CC(=O)NCc1ccc(Cl)cc1Cl
  -0.4, -4.9, 0.8, 4.0, -0.1, -4.2, 13.6, -19.1, -30.3
COc1ccc(S(=O)(=O)Nc2ccc3cn[nH]c3c2)cc1C
  -2.6, -0.1, -13.5, -4.3, 0.2, 8.7, -0.7, -6.3, 13.7
O=C(CSc1ncccn1)NCCc1ccccc1
  2.3, -0.3, 1.7, -0.3, 0.8, 4.5, 11.0, -0.1, -8.5
COc1cccc(CN2C[C@]34C=C[C@@H](C[C@@H]3S2(=O)=O)O4)c1
  -1.7, 10.8, -3.1, -43.4, -2.0, 2.4, 14.9, 9.8, -13.7

Compound activity from PubChem.
